TRHR agonist: qHTS for Small Molecule Agonists and Allosteric Enhancers of Human TRH Receptor: Primary Screen for Agonists; TRHR cells, calcium flux fluo-8, FDSS agonist mode; activation, % at 2 µM; hit rate 0.18% among 360,000; Thyrotropin-releasing hormone receptor (Homo sapiens), P34981; note: 0% is about no effect
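TRHR-expressing cells loaded with fluo-8 calcium dye; 23 nL library compound pin-transferred, kinetic FDSS fluorescence (Ex 480/Em 530) recorded about 180 s for agonist-induced calcium release, before a 10 nM TRH EC20 addition for potentiator mode.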
D2 antagonist: HTS Assay for Allosteric Antagonists of the Human D2 Dopamine Receptor: Primary Screen for Antagonists; D(2) dopamine receptor (Homo sapiens), P14416; HEK293 TREx D2 cells, calcium flux, dopamine EC80; inhibition, % at 10 µM; hit rate 2% among 340,000; AID 485344, 2010; in the data active = inhibition above about 30%; note: 0% is about no effect
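Measurement of antagonist activity uses fluorescent calcium dye in inducible HEK293 T-REx D2 cells: 10 s baseline, compound addition with 180 s read, EC80 dopamine addition with a further 180 s read.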
D1 PAM: Potentiators of Human D1 Dopamine Receptor: qHTS; hit rate 0.036% among 360,000; D(1A) dopamine receptor (Homo sapiens), P21728; potentiation, % at 10 µM; AID 504651, 2011; HEK293 TREx D1 cells, calcium flux, dopamine EC20 potentiation; in the data active = potentiation above about 30%; note: 0% is about no effect
TRHR enhancer: qHTS for Small Molecule Agonists and Allosteric Enhancers of Human TRH Receptor: Primary Screen for Enhancers | TRHR cells, fluo-8 calcium fluorescence, EC20 TRH enhancement | AID 493056, 2011 | hit rate 0.66% among 360,000 | enhancement, % at 2 µM; in the data active = enhancement above about 30%; note: 0% is about no effect
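TRHR-expressing cells loaded with fluo-8 calcium dye were read kinetically (ex 480/em 530) during compound addition, then stimulated with an EC20 of TRH (10 nM final). Enhancement of the Gq-mediated intracellular calcium response was scored.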
D1 agonist: Allosteric Agonists of the Human D1 Dopamine Receptor: qHTS. D(1A) dopamine receptor (Homo sapiens), P21728. HEK293 T-REx D1 cells, calcium flux, agonist mode. activation, % at 2 µM. hit rate 1% among 360,000. AID 504660, 2011; note: 0% is about no effect
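Tetracycline-induced HEK293 TREx D1 cells, force-coupled to calcium signalling, were dye-loaded with a no-wash calcium kit. Compound was pin-added after a 10 s baseline. Fluorescence was read kinetically at 1 cycle/s for 180 s, with calcium rises flagged as agonism.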
D2 agonist: HTS Assay for Allosteric Agonists of the Human D2 Dopamine Receptor: Primary Screen for Agonists; D(2) dopamine receptor (Homo sapiens), P14416; HEK293 T-REx D2 cells, calcium flux agonist mode; activation, % at 2 µM; hit rate 0.53% among 340,000; AID 485358, 2010;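 active = activation over 3 SD above normal in the single-dose calcium agonist read, cut at about 30% in these data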; note: 0% is about no effect
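Calcium-flux readout, 1 cycle/sec over 180 s following compound pin transfer, in inducible HEK293 Trex D2 cells (force-coupled); dopamine controls included. Positive calcium responses during this window marked compounds as potential agonists.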
D1 antagonist: Antagonist of Human D 1 Dopamine Receptor: qHTS; activity change, negative = inhibition, % at 10 µM; hit rate 3.2% among 360,000; AID 504652, 2011; HEK293 TREx D1 cells, calcium flux, dopamine EC80; hits give low values; in the data active = activity change below about -30%; note: % is set by controls: 0 for no effect and ±100 for the full control effect
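Antagonism measured as reduced calcium response to an EC80 dopamine addition following 180 s compound pre-read; cells were inducible HEK293 Trex D1 plated overnight at 30 C, read kinetically at 1 cycle/sec.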
D2 potentiator: HTS Assay for Positive Allosteric Modulators of the Human D2 Dopamine Receptor: Primary Screen for Potentiators | hit rate 0.34% among 340,000 | D(2) dopamine receptor (Homo sapiens), P14416 | AID 485347, 2010 | potentiation, % at 10 µM | HEK293 T-REx D2, calcium flux, EC20 dopamine potentiation;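 active = potentiation over 3 SD above the plate norm, cut at about 30% in these data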; note: 0% is about no effect
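Potentiation of an EC20 dopamine calcium response measured kinetically over 180 s, after a preceding 180 s compound-only read flagging agonists. Cells: inducible Hek293 Trex D2 line, 4000/well, cultured overnight at 30 C before dye loading.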
RXFP1 antagonist: qHTS Assay for Antagonists of the Relaxin Receptor RXFP1; Relaxin receptor 1 (Homo sapiens), Q9HBX9; activity change, negative = inhibition, % at 57.5 µM; HEK293-RXFP1, relaxin-stimulated cAMP HTRF, 30 min; hits give low values; hit rate 0.59% among 350,000;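 active = activity change of -60% or lower, but not beyond a set lower limit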; note: % is set by controls: 0 for no effect and ±100 for the full control effect
Target sequence (Q9HBX9 whole entry, looked up): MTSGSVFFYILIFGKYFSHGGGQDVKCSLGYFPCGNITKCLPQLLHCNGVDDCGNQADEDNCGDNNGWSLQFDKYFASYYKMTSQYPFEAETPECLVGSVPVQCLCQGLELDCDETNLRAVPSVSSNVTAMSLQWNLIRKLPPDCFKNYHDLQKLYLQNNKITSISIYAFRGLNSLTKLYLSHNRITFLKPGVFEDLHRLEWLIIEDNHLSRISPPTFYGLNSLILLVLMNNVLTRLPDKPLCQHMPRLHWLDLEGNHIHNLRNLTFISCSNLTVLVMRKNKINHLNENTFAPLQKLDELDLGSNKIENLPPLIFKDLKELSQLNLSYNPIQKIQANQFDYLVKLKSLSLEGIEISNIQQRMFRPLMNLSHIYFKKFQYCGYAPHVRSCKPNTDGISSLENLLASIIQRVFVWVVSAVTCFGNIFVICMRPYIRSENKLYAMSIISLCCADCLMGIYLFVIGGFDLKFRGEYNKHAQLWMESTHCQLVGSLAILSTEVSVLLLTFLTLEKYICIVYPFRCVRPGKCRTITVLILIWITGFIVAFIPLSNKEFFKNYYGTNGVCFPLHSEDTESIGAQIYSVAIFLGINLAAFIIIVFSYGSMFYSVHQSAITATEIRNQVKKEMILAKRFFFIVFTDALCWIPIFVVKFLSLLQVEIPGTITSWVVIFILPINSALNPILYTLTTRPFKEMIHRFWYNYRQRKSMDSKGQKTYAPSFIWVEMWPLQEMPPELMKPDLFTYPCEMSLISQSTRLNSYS
Numbers without * were called inactive; x = no result given. Cut-off read from the data, not from the text of the source, unless noted: active = activation above about 30%; inactive = the rest.

SMILES	TRHR agonist	D2 antagonist	D1 PAM	TRHR enhancer	D1 agonist	D2 agonist	D1 antagonist	D2 potentiator	RXFP1 antagonist
Cc1ccc(CCc2nnc(SCC(=O)Nc3cccc(Cl)c3)n2-c2ccccc2)o1	-0.3	1	0	20	9	0.1	-2	0	-8
Oc1ccc(Br)cc1-c1cc(-c2ccccc2F)[nH]n1	0.5	1	-4	-1	1	0.7	-4	0	3
CCOC(=O)NC(Nc1nnc(SCC)s1)(C(F)(F)F)C(F)(F)F	0.3	18	-6	3	2	-1.2	-15	5	-4
Cc1cnc(NC(=O)COc2ccc3c(c2)CCC3)s1	0.4	-16	-7	-2	3	-0.8	-13	-1	5
CCCC(c1nnnn1C1CCCCC1)N1CCN(C2CCCC2)CC1 (stereo not drawn)	0.4	-11	-6	-1	-1	0.1	7	5	2
O=C(NCC1CCCO1)Nc1ccccc1 (stereo not drawn)	0.8	x	-3	-9	1	x	-2	x	0
Nc1cc(N)nc(SCC(=O)N2CCN(C(=O)c3ccco3)CC2)n1	0.3	-6	1	-2	3	-0.1	7	-1	-12
CCNS(=O)(=O)c1cc(OC)ccc1OC	0.2	18	6	8	3	0.6	3	-4	-1
O=c1cc(-c2ccccc2)c2cc(Cl)ccc2[nH]1	1.1	x	-2	1	4	x	7	x	-8
CCCCN=C(C)C1=C(O)CSC1=O	-0.2	-2	-2	0	1	-0.1	24	5	0
COc1cc(/C=N/NC(=O)CSc2n[nH]c(=O)[nH]c2=O)cc(OC)c1O	-0.6	x	2	27	4	x	4	4	2
CN1C2CCC1CC(NC(=O)c1ccc([N+](=O)[O-])cc1)C2 (stereo not drawn)	1.7	-9	4	3	1	-0.5	6	-2	-4
COC(=O)c1[nH]c2c(c1C)C(=O)CC(c1ccc(OC)c(OC)c1)C2 (stereo not drawn)	0.8	x	2	-13	5	x	-1	x	-2
O=C(CCS(=O)(=O)c1ccc(Cl)cc1)NCCN1C(=O)S/C(=C\c2ccccc2F)C1=O	0.3	-7	-4	3	9	2.6	-5	1	-4
Cc1ccccc1N(CC(=O)NC1CCCCC1)C(=O)CCCC(=O)Nc1ccccn1	-1.6	-20	-10	4	-3	-2.1	-27	9	8
CN(C(=O)c1ccccc1OCc1ccc(Cl)cc1)c1ccccc1	-0.2	3	-2	-7	4	0.3	-5	7	-14
COC(=O)CCCC1=CC2=C(c3ccccc3)C(=O)C(C)(OC(=O)C3CCCC3)C(=O)C2=CN1c1ccccc1 (stereo not drawn)	-0.2	9	-5	-1	5	0.2	28	9	x
COc1ccc(NC(=O)COC(=O)C2CC(=O)N(CCc3ccc(OC)c(OC)c3)C2)cc1Cl (stereo not drawn)	0.1	2	-4	3	1	0.1	0	0	4
CC(=O)Nc1ccc(S(=O)(=O)NC2CC(=O)N(c3ccc4c(c3)OCCO4)C2)cc1 (stereo not drawn)	0.4	-4	-2	40*	0	0.7	-6	17	-20
N/C(=N\OCC(=O)Nc1ccccc1)c1nonc1N	0.4	-14	1	0	2	1.5	-8	-6	-2
CC1CCCN(c2nc3ccccc3nc2C(C#N)C(=O)OC2CCCCC2)C1 (stereo not drawn)	-1.1	-20	-7	20	6	0.3	10	6	x
CCOc1ccccc1NC(=O)Nc1cccc(NC(C)=O)c1	0.6	-5	-3	4	1	-1.4	-15	-3	12
Cc1cccc(N/C=C(\[N+](=O)[O-])S(=O)(=O)c2ccccc2)c1	0.6	-7	-4	-3	1	0.0	4	-3	-5
CC(C)N1CCC(=NNC(=O)c2ccc(Br)o2)CC1	0.4	x	0	0	3	x	2	x	9
CCCN(CCC)CC(O)Cn1cc(/C=C/C(=O)c2ccc(OCC)cc2)c2ccccc21 (stereo not drawn)	4.5	x	0	-2	69*	0.6	-32*	-10	x
COCCCNC(=O)c1ccc(OC)c(OC2CCN(C(C)C)CC2)c1	0.1	2	-5	-7	4	0.8	3	-7	1
Cc1ccc(NC(=O)CSc2nccn(-c3ccc4c(c3)OCCO4)c2=O)cc1	-0.3	7	1	-1	2	0.0	7	9	-22
CC1=C(C(=O)OCc2ccccc2)C(c2ccccc2Br)NC(=O)N1 (stereo not drawn)	0.1	0	3	-4	7	1.0	6	1	-25
C/C(=N\NC(=O)c1cccnc1)c1ccccc1	0.0	8	4	-2	2	0.0	7	9	-4
CCn1c(/C=C/N(C(C)=O)c2ccccc2)[n+](CCCS(=O)(=O)[O-])c2cc(Cl)c(Cl)cc21	0.3	6	3	8	1	-0.9	8	7	30
Fc1cccc(Cl)c1CSc1nnnn1-c1ccc2c(c1)OCO2	0.0	4	-6	-11	8	0.2	-32*	-5	1
Cc1nc(CNC(=O)CC2C(=O)NCCN2Cc2ccoc2)nc2c1CCCC2 (stereo not drawn)	0.4	-17	5	5	2	0.2	32	-8	3
COc1ccc(NCc2cc3cc4c(cc3n(CC(=O)Nc3ccc(F)cc3F)c2=O)OCO4)cc1	9.6	x	-2	35*	66*	5.3	-3	3	19
O=C1CC(c2ccccc2)n2nc(N3C(=O)c4ccccc4C3=O)nc2N1 (stereo not drawn)	-0.6	-2	5	-6	0	-0.9	8	2	-9
COC(=O)c1sccc1Oc1ccc(F)cc1[N+](=O)[O-]	-1.1	-3	-3	0	2	-1.3	16	2	4
C(#CC1CCCCC1)c1ccc2c(c1)COc1c3ccccc3nn1-2	0.2	2	-1	4	1	0.3	10	34*	x
NC(=O)NCCC1=CCCCC1	0.2	13	0	-1	1	0.5	0	4	x
CC(C)Oc1ccccc1C1C=C(C(=O)O)Nc2ncnn21 (stereo not drawn)	-0.9	x	-2	3	1	x	-1	x	x
O=C1CC(c2ccccc2)=Nc2ccc(Br)cc2N1	0.2	-33	-5	-3	3	0.1	4	6	-11
CCOC(=O)C1(Cc2cccc(OC)c2)CCN(C(C)CC(C)(C)O)CC1 (stereo not drawn)	-0.2	-7	-2	15	0	0.4	-6	-15	9
Cc1ccc(NC(=O)c2cn(-c3cccc(C)n3)cn2)cc1	0.7	8	-4	-1	0	0.0	-19	-11	-6
COc1ccc(S(=O)(=O)NCC2CCCN(Cc3ccc(OC)cc3F)C2)cc1 (stereo not drawn)	0.1	-1	-3	4	4	0.5	-8	-7	1
CCOc1ccc(C(=O)Nc2cc(-c3nc4cc(OC)ccc4o3)ccc2C)cc1[N+](=O)[O-]	2.0	x	1	7	1	-0.2	-2	18	x
Cc1nc2nc(SCC(=O)Nc3ccccc3Cl)nn2c(C)c1Cc1ccccc1	0.1	x	0	0	4	x	22	2	-14
CCOc1ccc2nc(NCCNC(=O)C(C)C)c(C)cc2c1	-0.8	4	-3	3	7	0.7	-15	19	-3
O=C(Nc1ccncc1)c1cc(F)cc(F)c1	-0.3	2	1	0	5	0.2	0	4	3
CCCCOC(=O)CSc1nc(N)c(C#N)c(-c2ccc(OCC)cc2)c1C#N	1.4	-15	-4	0	1	-0.7	36	0	3
CC(=O)Nc1ccc(S(=O)(=O)NCCSCc2ccc(Cl)cc2Cl)cc1	-0.2	11	-7	-1	15	-0.5	-31*	-3	-5
Cc1c(NS(=O)(=O)c2ccc3[nH]c(=O)[nH]c3c2)c(=O)n(-c2ccccc2)n1C	0.2	-17	1	3	3	0.3	8	8	9
CCOC(=O)N1CCN(C(=O)Cc2ccc(C)cc2)CC1	0.5	-4	1	1	1	0.0	-6	0	15
(cont.)
SMILES	TRHR agonist	D2 antagonist	D1 PAM	TRHR enhancer	D1 agonist	D2 agonist	D1 antagonist	D2 potentiator	RXFP1 antagonist
Cc1cc(C)c(C(=O)COC(=O)CCn2c(C)csc2=O)cc1C	-0.7	-1	2	13	11	-1.2	-3	12	-16
O=C(Nc1cccc(Cl)c1)OCCN1CCN(Cc2ccccc2)CCC1=O	0.4	-28	-7	-9	14	1.3	-8	-13	x
Cc1ccc(-c2nn(CC(=O)NN3CCOCC3)c(=O)c3ccccc23)cc1	0.1	8	0	-1	3	0.1	0	-1	8
Cc1ccc(N(CC(=O)NCC(O)c2ccccc2)S(=O)(=O)c2ccc(C)cc2)cc1 (stereo not drawn)	-0.9	10	-1	3	4	-0.6	6	3	0
O=C(Cn1ncc2c(=O)oc3ccccc3c21)NCC1COc2ccccc2O1 (stereo not drawn)	-0.1	-13	x	2	10	0.5	7	-22	-1
Cc1ccc(-c2nnc(SCCC(=O)N3CCOCC3)o2)cc1	0.0	-8	-3	3	3	-0.7	-8	1	5
Cc1c(C(=O)Oc2cc(N)n(S(C)(=O)=O)n2)cccc1[N+](=O)[O-]	0.3	-12	4	1	0	1.0	9	4	-7
CCOC(=O)Cc1nnc(NC(=O)C2CCCCC2)s1	-0.1	6	2	2	1	-1.1	28	5	-10
COc1ccccc1N1CCN(C(c2ccccn2)c2nnnn2C2CCCCC2)CC1 (stereo not drawn)	-0.1	3	-6	5	5	1.1	12	-5	16
CCOC(=O)CNC(=O)CSc1ncccc1-c1nc2ccccc2[nH]1	-0.6	-9	-4	-2	3	-1.4	-22	-8	-13
CCN(CCCNC(=O)CSc1cc(=O)n(C)c2cc(Cl)ccc12)c1ccccc1	-1.1	x	5	-11	-2	0.1	-5	18	7
